IDE cell inh – inhibits human insulin-degrading enzyme in HEK cells; P14735; FAbetaB cleavage, fluorescence polarization; inhibition, % at 5.59 µM; 320,000 tested, 0.41% active; AID 434962;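 active means percent inhibition above the average of all tested compounds plus 3 SD, set per screening campaign, cut at about 16% in these data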;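 further: IDE supplied by intact live HEK cells; FP after avidin binding of uncleaved biotin substrate so inhibition keeps polarization high; 0% = DMSO wells and 100% = 60 µM reference IDE inhibitor Ii1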
Target sequence (P14735 whole entry, looked up): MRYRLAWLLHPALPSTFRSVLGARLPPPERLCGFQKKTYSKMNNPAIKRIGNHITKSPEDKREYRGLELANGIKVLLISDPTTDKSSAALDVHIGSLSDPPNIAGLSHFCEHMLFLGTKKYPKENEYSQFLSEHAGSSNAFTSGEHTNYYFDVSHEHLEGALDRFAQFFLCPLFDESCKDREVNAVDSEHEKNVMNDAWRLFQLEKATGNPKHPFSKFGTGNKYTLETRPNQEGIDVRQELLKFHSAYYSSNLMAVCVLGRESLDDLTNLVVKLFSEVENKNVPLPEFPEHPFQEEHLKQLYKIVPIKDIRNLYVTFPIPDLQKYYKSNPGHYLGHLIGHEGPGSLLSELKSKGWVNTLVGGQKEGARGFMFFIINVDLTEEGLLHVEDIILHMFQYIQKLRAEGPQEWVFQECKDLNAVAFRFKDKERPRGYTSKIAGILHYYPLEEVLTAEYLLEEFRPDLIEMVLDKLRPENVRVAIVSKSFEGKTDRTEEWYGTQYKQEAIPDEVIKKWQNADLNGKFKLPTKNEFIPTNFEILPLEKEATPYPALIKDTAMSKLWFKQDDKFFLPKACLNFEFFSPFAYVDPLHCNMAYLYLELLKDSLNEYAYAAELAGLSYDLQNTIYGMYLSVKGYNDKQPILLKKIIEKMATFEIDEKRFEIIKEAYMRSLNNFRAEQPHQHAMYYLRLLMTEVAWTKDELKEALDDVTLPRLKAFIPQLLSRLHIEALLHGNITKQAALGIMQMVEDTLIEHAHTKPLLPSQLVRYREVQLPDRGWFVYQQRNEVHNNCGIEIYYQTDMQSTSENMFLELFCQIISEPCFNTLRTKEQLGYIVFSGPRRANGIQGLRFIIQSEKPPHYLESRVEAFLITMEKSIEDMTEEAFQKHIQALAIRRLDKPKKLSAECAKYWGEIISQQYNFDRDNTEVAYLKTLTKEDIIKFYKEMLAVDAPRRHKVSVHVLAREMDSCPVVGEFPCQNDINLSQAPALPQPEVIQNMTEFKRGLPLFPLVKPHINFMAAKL
CRFBP-R2 agonist – agonists of human CRF-binding protein/CRF-R2 receptor complex; HEK293 CRF-R2/CRF-BP, calcium dye fluorescence (FLIPR); percent of saturating CRF peptide response; 350,000 tested, 0.46% active; activation, % at 13.2 µM;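 active means activation of at least 50%, plus an integration ratio under a set limit after plate pattern correction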;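 further: plate controls were neutral control wells without compound for no effect and CRF at EC100 for full effect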
CRFBP-R2 block – CRF-BP/CRF-R2 complex antagonism; HEK293 CRF-R2/CRF-BP, CRF-induced calcium fluorescence; inhibition, % at 11.8 µM; 350,000 tested, 0.59% active; AID 588475;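 active means inhibition of the ligand-induced calcium signal above about 50% at the single tested concentration, limit read from the data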
The depositor's hits bear a star; x = not tested or not shown.

> CCOC(=O)c1c(/N=C/C2C(=O)NC(=S)NC2=O)sc(C)c1C
  IDE cell inh: 6.0; CRFBP-R2 agonist: x; CRFBP-R2 block: x

> O=C1NC(=O)N(Cc2ccccc2)C(=O)/C1=C/c1cnn(-c2ccccc2)c1
  IDE cell inh: 3.9; CRFBP-R2 agonist: x; CRFBP-R2 block: x

> Cc1ccc(/C=C2/C(=O)NC(=O)N(Cc3ccc(F)cc3)C2=O)o1
  IDE cell inh: -0.7; CRFBP-R2 agonist: x; CRFBP-R2 block: x

> CN1CCN(C(=O)OC2c3nccnc3C(=O)N2c2ccc(Cl)cn2)CC1 (stereo not drawn)
  IDE cell inh: 0.5; CRFBP-R2 agonist: x; CRFBP-R2 block: x

> CN1C(=O)C(=Cc2ccc(N(C)C)c([N+](=O)[O-])c2)C(=O)N(C)C1=O
  IDE cell inh: 12.8; CRFBP-R2 agonist: x; CRFBP-R2 block: x

> O=C(O)c1ccccc1NC(=O)C1C2CCC(O2)C1C(=O)O (stereo not drawn)
  IDE cell inh: -0.5; CRFBP-R2 agonist: x; CRFBP-R2 block: x

> O=[N+]([O-])c1ccc(N2CCNCC2)cc1NC1CC1
  IDE cell inh: -2.6; CRFBP-R2 agonist: x; CRFBP-R2 block: x

> CCCC1(CCC)C(=O)NC(=Nc2ccc(C)cc2)NC1=O
  IDE cell inh: -1.0; CRFBP-R2 agonist: x; CRFBP-R2 block: x

> NC(=O)c1ccc(C(=O)Nc2ccc([As](=O)(O)O)cc2)cc1
  IDE cell inh: -7.8; CRFBP-R2 agonist: x; CRFBP-R2 block: x

> CS(=O)(=O)Nc1ccc(Cc2noc(-c3ccc4[nH]cc(CCN)c4c3)n2)cc1
  IDE cell inh: 3.9; CRFBP-R2 agonist: x; CRFBP-R2 block: x

> Oc1ccc2c3c1OC1C(O)CC[C@@]4(O)[C@@H](C2)N(CC2CCC2)CC[C@]314 (stereo partly drawn)
  IDE cell inh: 6.3; CRFBP-R2 agonist: x; CRFBP-R2 block: x

> NCC1(CC(=O)O)CCCCC1
  IDE cell inh: -2.4; CRFBP-R2 agonist: x; CRFBP-R2 block: x

> COc1ccc(N2C(=O)NC(=O)/C(=C/c3ccc(N4CCOCC4)cc3)C2=O)cc1
  IDE cell inh: 3.5; CRFBP-R2 agonist: x; CRFBP-R2 block: x

> CN1C(=O)C(=Cc2ccc(-c3cccc(Cl)c3)o2)C(=O)N(C)C1=O
  IDE cell inh: 0.2; CRFBP-R2 agonist: x; CRFBP-R2 block: x

> NS(=O)(=O)c1ccc(-c2ccc(C=C3C(=O)NC(=S)NC3=O)o2)cc1
  IDE cell inh: -0.9; CRFBP-R2 agonist: x; CRFBP-R2 block: x

> COc1ccc(C2N3CC(C)(C)CN23)cc1 (stereo not drawn)
  IDE cell inh: 1.7; CRFBP-R2 agonist: x; CRFBP-R2 block: x

> COc1ccc(/C=C2/C(=O)NC(=O)N(Cc3ccco3)C2=O)cc1
  IDE cell inh: 0.7; CRFBP-R2 agonist: x; CRFBP-R2 block: x

> CN[C@H]1C[C@H]2O[C@@](C)([C@H]1OC)n1c3ccccc3c3c4c(c5c6ccccc6n2c5c31)C(=O)NC4
  IDE cell inh: 6.1; CRFBP-R2 agonist: x; CRFBP-R2 block: x

> C[C@@H]1C[C@H]2OC(=O)C3(CO3)[C@H]2[C@H](O)[C@]2(C)C(=O)C3OC3[C@@H]12 (stereo partly drawn)
  IDE cell inh: -1.2; CRFBP-R2 agonist: x; CRFBP-R2 block: x

> CCCCC1C(=O)NC(=S)NC1=O
  IDE cell inh: -5.9; CRFBP-R2 agonist: x; CRFBP-R2 block: x

> CCOC(=O)c1sc(N=Nc2c(O)[nH]c(=O)[nH]c2=O)c(C(=O)OCC)c1C
  IDE cell inh: 0.5; CRFBP-R2 agonist: x; CRFBP-R2 block: x

> CCN1C(=O)NC(=O)/C(=C\c2ccc(N3CCOCC3)cc2OC)C1=O
  IDE cell inh: -8.0; CRFBP-R2 agonist: x; CRFBP-R2 block: x

> CN(C)[C@@H]1C(=O)C(C(N)=O)=C(O)[C@@]2(O)C(=O)C3=C(O)c4c(O)cccc4[C@@](C)(O)[C@H]3C[C@@H]12
  IDE cell inh: 0.9; CRFBP-R2 agonist: x; CRFBP-R2 block: x

> N[C@@H]1CCCC[C@H]1N.O=C(O)C(=O)O.[Pt]
  IDE cell inh: 7.1; CRFBP-R2 agonist: x; CRFBP-R2 block: x

> Cc1ccc2c(c1)C1CN(C)CCC1N2C(=O)Cn1cnc2c1c(=O)n(C)c(=O)n2C (stereo not drawn)
  IDE cell inh: x; CRFBP-R2 agonist: 2.4; CRFBP-R2 block: 10.8

> C=C1C(=O)O[C@H]2C[C@@H](C)[C@@H]3C=CC(=O)[C@@]3(C)C[C@H]12
  IDE cell inh: -3.2; CRFBP-R2 agonist: -1.2; CRFBP-R2 block: 14.4

> O=[N+]([O-])c1ccccc1-c1cc(-c2ccccc2)cc(-c2ccccc2)[n+]1Cc1ccccc1Cl
  IDE cell inh: 11.0; CRFBP-R2 agonist: -1.8; CRFBP-R2 block: 14.9

> Cc1cc(N=Nc2ccccc2C)ccc1N
  IDE cell inh: -1.6; CRFBP-R2 agonist: -2.0; CRFBP-R2 block: -4.4

> C[C@H]1C(=O)O[C@@H]2CCN3CC=C(COC(=O)[C@](C)(O)[C@]1(C)O)[C@H]23
  IDE cell inh: 1.2; CRFBP-R2 agonist: -0.1; CRFBP-R2 block: -2.4

> O=C1C2CCN(CC2)C1Cc1ccccc1O (stereo not drawn)
  IDE cell inh: 1.1; CRFBP-R2 agonist: 2.7; CRFBP-R2 block: -7.5

Reformatted comma-delimited: three of the compounds above
canonical_smiles,IDE cell inh,CRFBP-R2 agonist,CRFBP-R2 block
CCOC(=O)c1sc(N=Nc2c(O)[nH]c(=O)[nH]c2=O)c(C(=O)OCC)c1C,0.5,x,x
C[C@@H]1C[C@H]2OC(=O)C3(CO3)[C@H]2[C@H](O)[C@]2(C)C(=O)C3OC3[C@@H]12 (stereo partly drawn),-1.2,x,x
C=C1C(=O)O[C@H]2C[C@@H](C)[C@@H]3C=CC(=O)[C@@]3(C)C[C@H]12,-3.2,-1.2,14.4

Full records, quoted from the list.
`C=C1C(=O)O[C@H]2C[C@@H](C)[C@@H]3C=CC(=O)[C@@]3(C)C[C@H]12` reads IDE cell inh: -3.2; CRFBP-R2 agonist: -1.2; CRFBP-R2 block: 14.4
`CN(C)[C@@H]1C(=O)C(C(N)=O)=C(O)[C@@]2(O)C(=O)C3=C(O)c4c(O)cccc4[C@@](C)(O)[C@H]3C[C@@H]12` reads IDE cell inh: 0.9; CRFBP-R2 agonist: x; CRFBP-R2 block: x

Next part:
> CN1C(=O)NC(=O)/C(=C/c2ccc([N+](=O)[O-])o2)C1=O
  IDE cell inh: 8.7; CRFBP-R2 agonist: 2.4; CRFBP-R2 block: 5.5

> COc1ccc(CCNCc2ccc(SC)cc2)cc1
  IDE cell inh: 5.6; CRFBP-R2 agonist: -1.9; CRFBP-R2 block: 11.1

> COc1ccc(OC)c(N2C(=O)/C(=C/c3ccco3)C(=O)NC2=S)c1
  IDE cell inh: 2.1; CRFBP-R2 agonist: 1.5; CRFBP-R2 block: 8.3

> CC(C)(C)c1cc([N+](=O)[O-])cc(C(C)(C)C)c1O
  IDE cell inh: 2.6; CRFBP-R2 agonist: 68.0*; CRFBP-R2 block: 63.2*

> CCOc1ccc(N2C(=O)/C(=C\c3cccs3)C(=O)NC2=S)cc1
  IDE cell inh: 4.1; CRFBP-R2 agonist: 1.0; CRFBP-R2 block: -5.9

> O=c1c2ccccc2nc(/C=C/c2ccc(F)cc2)n1-c1ccccn1
  IDE cell inh: 5.0; CRFBP-R2 agonist: -0.2; CRFBP-R2 block: -7.9

> Fc1ccc(C[n+]2c(-c3ccccc3)cc(-c3ccccc3)cc2-c2ccccc2)cc1
  IDE cell inh: 3.8; CRFBP-R2 agonist: -2.6; CRFBP-R2 block: 4.4

> O=[N+]([O-])c1ccc2nc(N3CCNCC3)ccc2c1
  IDE cell inh: 5.5; CRFBP-R2 agonist: -1.6; CRFBP-R2 block: -3.7

> COc1ccc(N2C(=O)NC(=O)/C(=C/c3cccc(OC(=O)c4cccs4)c3)C2=O)cc1Cl
  IDE cell inh: -0.2; CRFBP-R2 agonist: -1.5; CRFBP-R2 block: -21.2

> C/C=C1/C[C@@H](C)[C@](O)(CO)C(=O)OCC2=CCN3CC[C@@H](OC1=O)[C@@H]23
  IDE cell inh: 3.2; CRFBP-R2 agonist: 0.2; CRFBP-R2 block: 1.5

High-throughput results as filed in PubChem.

Some of the compounds tested. The share of hits here may be higher or lower than overall.
